Screening results as filed in PubChem BioAssay.
NSD2 HMT inh = NSD2 (human) methyltransferase inhibition. O96028. NSD2 peptide methylation, AlphaScreen, 120 min. inhibition, % at 12.5 µM. 0.54% of 310,000 active; in the data active means inhibition above about 50%
CAL PDZ FP-1 = CAL PDZ (human) peptide binding inhibition; Q9HD26; purified CAL PDZ, TMR-peptide fluorescence polarization, 1 h; inhibition, % at 24.9 µM; 0.92% of 300,000 active; AID 602252;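 active means mean inhibition of at least 30% with at least half of replicates also reaching 30%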;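 further: 0% = DMSO neutral control and 100% = excess unlabeled competitor peptide PRC23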
LANA DNA inh = KSHV C-LANA DNA binding inhibition | MBP-C-LANA/FAM-LBS DNA binding, fluorescence polarization | inhibition, % at 9 µM | 0.078% of 340,000 active;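 active means highest replicate inhibition at or above 60% at 9 µM, even if other replicates fall short; inactive means all replicates below 60% inhibition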;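 further: 0% = neutral control wells and 100% = 4 µM acridine orange control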
DSG3 Ab inh = blocks pemphigus antibody binding to human desmoglein-3 | P32926 | DSG3-coupled beads, scFv-anti-DSG3-GFP binding, flow cytometry; hits give low values | binding (percent of control), % at 10 µM | 0.48% of 310,000 active;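 active means binding more than 3 SD below its plate's average and above zero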;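 further: hits lower antibody fragment binding to DSG3; some compounds called inactive have numbers as strong as hits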
Target sequence (P32926 whole entry, looked up, the tested form may be a part): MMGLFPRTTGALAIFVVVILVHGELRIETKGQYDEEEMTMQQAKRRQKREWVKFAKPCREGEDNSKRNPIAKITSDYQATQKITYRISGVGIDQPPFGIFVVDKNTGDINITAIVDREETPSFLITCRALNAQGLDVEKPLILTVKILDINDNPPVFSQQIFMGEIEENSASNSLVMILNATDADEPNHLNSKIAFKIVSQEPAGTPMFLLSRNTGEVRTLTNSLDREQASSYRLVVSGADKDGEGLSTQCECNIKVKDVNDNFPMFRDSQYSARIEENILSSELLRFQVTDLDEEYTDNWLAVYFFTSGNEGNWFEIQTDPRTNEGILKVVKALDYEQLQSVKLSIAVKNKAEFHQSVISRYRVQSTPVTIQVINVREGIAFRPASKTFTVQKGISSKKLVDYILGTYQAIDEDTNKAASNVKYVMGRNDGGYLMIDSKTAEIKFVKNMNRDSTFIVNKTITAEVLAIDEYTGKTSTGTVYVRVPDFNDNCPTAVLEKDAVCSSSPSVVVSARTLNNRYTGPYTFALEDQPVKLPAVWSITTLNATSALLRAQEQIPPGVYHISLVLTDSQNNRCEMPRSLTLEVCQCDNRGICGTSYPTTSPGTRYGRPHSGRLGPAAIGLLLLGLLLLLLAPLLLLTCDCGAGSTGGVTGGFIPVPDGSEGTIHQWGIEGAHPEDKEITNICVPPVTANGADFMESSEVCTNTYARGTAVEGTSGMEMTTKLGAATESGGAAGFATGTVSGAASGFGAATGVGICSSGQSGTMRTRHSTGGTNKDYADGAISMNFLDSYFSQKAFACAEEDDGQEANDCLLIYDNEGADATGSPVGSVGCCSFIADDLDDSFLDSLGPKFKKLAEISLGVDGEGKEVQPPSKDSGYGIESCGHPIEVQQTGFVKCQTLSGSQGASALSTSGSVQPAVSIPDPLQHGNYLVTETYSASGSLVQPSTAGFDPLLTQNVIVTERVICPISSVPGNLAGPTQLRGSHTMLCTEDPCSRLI
RTF Ca sens inh = cardiac RTF calcium desensitization. P19429+P45379. IANBD-labeled cardiac RTF, Ca2+ fluorescence. inhibition, % at 7.15 µM. 0.12% of 340,000 active;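 active means inhibition above the mean inhibition of all tested compounds plus 3 SD, cut at about 17% in these data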;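 further: assay run at fixed EC70 calcium of 1.6 mM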
DAGLB inh = diacylglycerol lipase beta (human) inhibition; Q8NCG7; HEK293T DAGLB membrane lysate, EnzChek fluorogenic substrate; inhibition, % at 5.17 µM; 0.059% of 340,000 active; in the data active means inhibition above about 34%;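 further: 0% = enzyme with vehicle and 100% = wells lacking enzyme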
CAL PDZ FP-2 = inhibitors of human CAL PDZ peptide binding. inhibition, % at 20 µM. 0.02% of 330,000 active. purified CAL PDZ, TMR-peptide fluorescence polarization, 1 h. Q9HD26. AID 504414;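 active means highest replicate inhibition of at least 40%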;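 further: plate controls were DMSO neutral control wells for no effect and unlabeled competitor peptide control wells for full effect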
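material = purified tagged CAL PDZ domain construct (CerCALP) | compound dosing = 20 µM, one dose | times = 1 h at RT | measured by = fluorescence polarization from S- and P-plane intensities, G-factor corrected | read-out = inhibition from polarization loss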
Arr AP2 block = blocks beta-arrestin peptide binding to AP2 adaptin; FITC-arrestin peptide / GST-AP2 beads, flow cytometry; AP2 beta2 appendage carries R879A mutation; inhibition, % at 10 µM; 0.31% of 340,000 active; AID 504490;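 active means inhibition above a set limit, near 3 SD of compounds lacking own fluorescence, cut at about 54% in these data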;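 further: plate controls were DMSO wells for no effect and 5 µM unlabelled arrestin peptide for full effect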
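system = GST-tagged AP2 beta2-adaptin appendage (R879A) on 4 µm glutathione beads | reagent = FITC-labelled arrestin peptide probe, 50 nM final | schedule = compound with beads 12 min RT, then probe 1 h RT | signal = HyperCyt-sampled flow cytometry, FL1 channel, ex 488/em 535 nm | read-out = percent response from loss of bead-bound FITC fluorescence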
Keap1 Nrf2 FP = Keap1-Nrf2 (human) interaction inhibition; Q14145; Keap1 Kelch-Nrf2 peptide fluorescence polarization, 1536-well; inhibition, % at 9.4 µM; 0.15% of 340,000 active; in the data active means inhibition above about 12%;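 further: human Keap1 Kelch domain with fluorescein labeled Nrf2 9mer peptide probe; 0% = neutral control wells and 100% = peptide positive control; higher means more block of Keap1 binding to Nrf2 peptide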
V-ATPase pHluor = regulators of yeast V-ATPase proton transport; response, % at 10 µM; AID 504577; 0.37% of 350,000 active; S. cerevisiae, pHLuorin cytosolic pH fluorescence; in the data active means response mostly above about 7.3%, no sharp cut-off; inactive means mostly below about 5.4%; further: actives read high; inactives centre near 0; some compounds called inactive have numbers as strong as hits; reference of the scale not given here
* = called active by the depositor; . = no result given.

SMILES	NSD2 HMT inh	CAL PDZ FP-1	LANA DNA inh	DSG3 Ab inh	RTF Ca sens inh	DAGLB inh	CAL PDZ FP-2	Arr AP2 block	Keap1 Nrf2 FP	V-ATPase pHluor
Nc1nc2n(n1)C(c1cccs1)CC(c1ccc(F)cc1)N2 (configuration not stated)	-1	-2	0.5	99	-10	3	-2.3	0	4	-3
CN1C(=O)C(CC(=O)Nc2ccc(Cl)cc2)N(Cc2ccco2)C1=S (configuration not stated)	.	-1	3.1	99	-7	0	5.1	8	-3	0
Cc1ccnc(SCC(=O)n2c3c(c4ccccc42)CC(C)CC3)n1 (configuration not stated)	-3	-1	0.6	96	1	-9	-1.5	4	-1	0
NS(=O)(=O)c1ccc(NCc2cc(Cl)ccc2OCc2ccccc2F)cc1	-1	-1	-0.5	111	2	0	-0.9	10	0	0
COC(=O)c1ccccc1-c1ccc(/C=N/NC(=O)c2cc3ccccc3o2)o1	-4	-9	2.1	111	7	-1	-6.5	-9	-5	0
COc1ccc(/C=N/n2c(SC)nnc2-c2ccccc2)cc1C	8	-11	-0.9	105	-10	-1	-4.3	6	2	0
Cc1cc2c(=O)oc(-c3ccc(Br)cc3)nc2s1	-1	-4	0.9	.	-8	1	-0.7	9	4	-2
CCN(CC)c1ccc(C(NC(=O)C(C)C)c2ccc3cccnc3c2O)cc1 (configuration not stated)	1	.	.	106	.	2	.	.	.	0
NC(=O)C1=C[C@H](C2CCCCC2)C[C@H](OCc2ccc(CO)cc2)O1	.	-3	-2.0	109	1	-1	-1.0	-2	-5	0
O=C(O)c1ccc(OCCOc2ccccc2)cc1	-5	-7	-0.6	93	-3	-1	-1.7	4	-5	0
COc1cc(OC)cc(C(=O)Nc2ccn(C)n2)c1	0	-5	-0.5	102	-8	-6	-0.4	6	0	2
CCOC(=O)C(=CNc1ccc(C(F)(F)F)cc1)C(=O)OCC	-3	.	-15	106	-6	-6	-0.5	-12	2	4
Cc1nnc(N/N=C/c2ccccc2C(F)(F)F)n1N	-1	.	-1.1	97	1	-1	0.4	-5	-4	0
O=C(Cc1ccccc1)Nc1nnc(-c2ccco2)o1	-3	1	-1.5	118	-10	-1	-0.9	13	0	4
CC1Cc2ccccc2N1C(=S)NC(=O)c1ccc(Cl)cc1Cl (configuration not stated)	8	-4	-0.6	85	12	1	-3.1	-5	-1	1

Quoted from the listing:
CCN(CC)c1ccc(C(NC(=O)C(C)C)c2ccc3cccnc3c2O)cc1 (configuration not stated) in DSG3 Ab inh = 106
O=C(Cc1ccccc1)Nc1nnc(-c2ccco2)o1 in RTF Ca sens inh = -10

Further compounds follow.
SMILES	NSD2 HMT inh	CAL PDZ FP-1	LANA DNA inh	DSG3 Ab inh	RTF Ca sens inh	DAGLB inh	CAL PDZ FP-2	Arr AP2 block	Keap1 Nrf2 FP	V-ATPase pHluor
CCCNC(=O)Cn1c(=O)n(CC(=O)N2CCCCC2)c(=O)c2sccc21	3	-2	1.8	100	-2	-1	-2.6	21	0	-1
COc1ccc(N(CC(=O)N/N=C/c2ccc(OC)cc2OC)S(=O)(=O)c2ccccc2)cc1	-3	0	1.8	159	-6	-1	-0.5	-16	-6	1
Clc1ccc(OCc2nc3ccccc3[nH]2)cc1	-5	-4	0.0	101	-1	-3	-1.7	0	-2	1
COCc1cc(C)nc(Nc2cc(C)ccc2C)c1C#N	-2	-19	-0.6	104	-7	-8	-0.3	-1	-2	-1
COC(=O)CNC(=O)CNC(=O)c1nn(-c2ccc(OC)c(OC)c2)c(=O)c2ccccc12	0	-7	1.3	99	-10	-2	-0.7	6	1	2
Brc1cnc2nc(SC/C=C/c3ccccc3)[nH]c2c1	-1	-4	1.8	96	4	-2	1.1	38	1	0
C(=N\Nc1nc2ccccc2s1)/c1cccs1	3	23	0.1	109	-2	4	-1.3	10	-4	-1
CCCCN1C(=O)Nc2ccccc2S1(=O)=O	-2	-1	1.9	106	-4	0	-2.9	-4	-5	0
COc1ccc(N2CCN(c3ccc(N4C(=O)CC(C)C4=O)cc3[N+](=O)[O-])CC2)cc1 (configuration not stated)	14	-5	1.7	89	-1	2	2.0	-1	1	-1
CCc1ccc(NC(=O)CCc2nc3cccnc3n2Cc2ccc(OC)cc2)cc1	3	-4	0.9	107	-10	0	.	4	2	-2
Cc1sc(N/N=C/c2cccs2)nc1-c1ccccc1	-1	-2	-0.2	100	-4	-1	-2.0	-1	-6	0
CCOC(=O)c1[nH]c2ccccc2c1NC(=S)Nc1cc(C)ccc1C	.	.	-1.1	105	-5	7	-0.6	-4	0	0
COCCNC(=O)CC(NS(=O)(=O)c1ccc(C)cc1)c1ccco1 (configuration not stated)	0	0	0.4	99	5	-3	0.1	-8	2	0
OCC1(CCOc2ccccc2)CCN(Cc2ccccc2C(F)(F)F)CC1	-2	-5	1.8	105	3	-12	1.6	34	3	0
Cc1cc(C(=O)N/N=C/c2ccc(OCc3ccccc3)cc2)c(C)o1	-4	-3	0.1	98	-29	-2	-3.0	-6	2	-1
CC(C)c1ccc(N(CC(=O)N2CCN(Cc3ccccc3)CC2)S(C)(=O)=O)cc1	-1	0	0.0	102	-9	-1	-29	-2	-8	-4
Fc1ccc(N2CCN(c3nc(CN4CCOCC4)nc4scc(-c5ccccc5)c34)CC2)cc1	4	0	-0.1	106	2	0	-2.2	-5	-1	2
COC(=O)c1cc(S(=O)(=O)NCC2CCN(CCc3ccc(OC)cc3)CC2)c[nH]1	1	.	-0.2	.	-13	1	-3.1	5	-1	-6
Cn1c(SCc2ccc(F)cc2)nnc1-c1cccs1	-1	.	0.6	98	1	0	-0.9	3	-8	1
Cc1cc(C)nc(N/N=C/c2ccccc2Cl)n1	1	.	.	102	.	.	.	6	.	12
O=C(Nn1cc(C(=O)Nc2ccc(F)cc2F)c2ccccc2c1=O)c1cnccn1	-2	-2	0.7	101	-4	1	-0.3	-23	2	0
CCNC(=O)CSc1nnc(-c2ccccc2Br)n1-c1cccc(C(F)(F)F)c1	28	-2	0.5	98	0	0	-2.1	8	-3	4
CCCCc1c(O)cc(C)[nH]c1=O	-2	-2	-1.6	88	-5	0	-0.7	-1	0	-1
Clc1cc(Br)ccc1OCCCn1ccnc1	13	-3	1.0	102	-11	0	0.1	5	-3	5
CCC(CO)NC(=O)c1ccccc1C(F)(F)F (configuration not stated)	-3	-1	-7.4	104	-3	1	-1.1	-10	-1	-1
O=C(NN=C1CCCCCC1)c1cccnc1	-5	1	-0.2	102	-5	-1	-2.4	4	-2	5
COc1cccc(C(=O)/C=C/Nc2ccc(NC(C)=O)cc2)c1	0	-5	-0.2	.	11	2	-0.5	20	1	4
CN1CCN(S(=O)(=O)c2ccc(Cl)s2)CC1	-1	-4	0.3	.	-8	-3	-1.2	-1	-7	-1
CC1CCCN(S(=O)(=O)c2cc(C(=O)NCCc3ccc(S(N)(=O)=O)cc3)ccc2Cl)C1 (configuration not stated)	-3	.	0.8	96	-1	1	-2.8	28	-4	0
CC(C)=CCN1CCN(CCCc2ccccc2)CC1CCO (configuration not stated)	0	-1	2.0	104	-3	-3	0.0	31	1	6

Random excerpt: five entries already listed.
SMILES	NSD2 HMT inh	CAL PDZ FP-1	LANA DNA inh	DSG3 Ab inh	RTF Ca sens inh	DAGLB inh	CAL PDZ FP-2	Arr AP2 block	Keap1 Nrf2 FP	V-ATPase pHluor
Cn1c(SCc2ccc(F)cc2)nnc1-c1cccs1	-1	.	0.6	98	1	0	-0.9	3	-8	1
CCc1ccc(NC(=O)CCc2nc3cccnc3n2Cc2ccc(OC)cc2)cc1	3	-4	0.9	107	-10	0	.	4	2	-2
COc1cccc(C(=O)/C=C/Nc2ccc(NC(C)=O)cc2)c1	0	-5	-0.2	.	11	2	-0.5	20	1	4
Cc1cc(C(=O)N/N=C/c2ccc(OCc3ccccc3)cc2)c(C)o1	-4	-3	0.1	98	-29	-2	-3.0	-6	2	-1
COc1ccc(/C=N/n2c(SC)nnc2-c2ccccc2)cc1C	8	-11	-0.9	105	-10	-1	-4.3	6	2	0

Following part:
SMILES	NSD2 HMT inh	CAL PDZ FP-1	LANA DNA inh	DSG3 Ab inh	RTF Ca sens inh	DAGLB inh	CAL PDZ FP-2	Arr AP2 block	Keap1 Nrf2 FP	V-ATPase pHluor
CCCCNc1c(-c2ccc(OC)c(SC3CCCCC3)c2)nc2cc(C)ccn12	.	-1	-1.3	112	15	-8	1.8	16	-2	-5
COc1ccccc1C/C(N)=N/OC(=O)COc1ccc(C)cc1	-6	-2	0.3	98	10	-22	-0.2	43	1	-2
O=C(c1nc2ccc(Cl)cn2c1CN1CCC(CO)CC1)N1CCc2ccccc2C1	26	38*	-1.6	98	-2	1	-0.1	-12	-1	-3
Cc1[nH]n(-c2ccccc2)c(=O)c1S(=O)(=O)c1ccccc1	9	.	1.7	95	-2	5	-1.4	21	-13	-3
CC(C)=C1C2CCC1C1C(=O)N(NC(=O)COc3ccc(Cl)c(C)c3)C(=O)C21 (configuration not stated)	-3	-9	0.9	97	-3	-4	-0.1	-4	-4	-3
Cc1ccc(S(=O)(=O)NCCNC(=O)CN2CCCC2)cc1	-2	3	2.0	.	-1	-1	-1.2	21	0	-3
CC(C)(C)c1cc(C(=O)O)n(Cc2ccc(Cl)cc2Cl)n1	1	.	.	115	-6	6	0.6	-17	1	13
CCNC(=O)COC(=O)c1ccc(NS(=O)(=O)c2ccc3c(c2)OCCO3)cc1	-4	-9	-0.1	100	-11	3	-0.1	-6	-8	-2
Cc1cc(C)c2nc(N3CCC(C(=O)NCc4ccccn4)CC3)sc2c1	0	-1	1.9	86	-1	-2	-2.4	24	0	4
C=C1C(=O)OC2C1CCC(C)C1C=CC(=O)C12C (configuration not stated)	3	-2	1.3	93	-8	1	-0.9	24	-7	-2

Compound profiles, as listed above. Screens in order: NSD2 HMT inh	CAL PDZ FP-1	LANA DNA inh	DSG3 Ab inh	RTF Ca sens inh	DAGLB inh	CAL PDZ FP-2	Arr AP2 block	Keap1 Nrf2 FP	V-ATPase pHluor
CC(C)=C1C2CCC1C1C(=O)N(NC(=O)COc3ccc(Cl)c(C)c3)C(=O)C21 (configuration not stated) reads -3	-9	0.9	97	-3	-4	-0.1	-4	-4	-3
CCCCNc1c(-c2ccc(OC)c(SC3CCCCC3)c2)nc2cc(C)ccn12 reads .	-1	-1.3	112	15	-8	1.8	16	-2	-5
CC(C)(C)c1cc(C(=O)O)n(Cc2ccc(Cl)cc2Cl)n1 reads 1	.	.	115	-6	6	0.6	-17	1	13
O=C(c1nc2ccc(Cl)cn2c1CN1CCC(CO)CC1)N1CCc2ccccc2C1 reads 26	38*	-1.6	98	-2	1	-0.1	-12	-1	-3
C=C1C(=O)OC2C1CCC(C)C1C=CC(=O)C12C (configuration not stated) reads 3	-2	1.3	93	-8	1	-0.9	24	-7	-2

Only part of the results is shown, so the mix of outcomes need not match the whole.
